Screening results as filed in PubChem BioAssay.
T cell HTS – modulates CD8 T cell binding to vesicles. 2C CD8+ T cell-vesicle binding, flow cytometry; hits give low values. actives 0.068% (n = 330,000). calls only at 7 µM;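 active = response, share of CD8 T cells binding vesicles, and their 90th percentile fluorescence all below set limits, cut at about 80% in these data, passing the limit was not always enough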
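incubation = binding step 1.5 h, 37 °C, antibody labelling 20 min, ice | test system = 2C mouse CD8+ T cells | read-out basis = percent CD8+ FL2 mean versus row control | controls = Peptide-free naked vesicles (low) and QL9 vesicles with 0.7% DMSO vehicle (high) | detection = flow cytometry of vesicle-bound cells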
NTR1 agonist – NTR1-driven beta-arrestin-GFP spot formation – imaging, U2OS cells, high content, primary screen (AID 493036). activation, % at 20 µM. agonist mode. P30989. actives 0.17% (n = 330,000);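 active = activation at or above 40% of the spot to cytoplasm intensity ratio, with at least 20 cells analyzed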;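 also: 0% = DMSO without peptide and 100% = 100 nM NTR1 peptide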
Target sequence (P30989 whole entry, looked up): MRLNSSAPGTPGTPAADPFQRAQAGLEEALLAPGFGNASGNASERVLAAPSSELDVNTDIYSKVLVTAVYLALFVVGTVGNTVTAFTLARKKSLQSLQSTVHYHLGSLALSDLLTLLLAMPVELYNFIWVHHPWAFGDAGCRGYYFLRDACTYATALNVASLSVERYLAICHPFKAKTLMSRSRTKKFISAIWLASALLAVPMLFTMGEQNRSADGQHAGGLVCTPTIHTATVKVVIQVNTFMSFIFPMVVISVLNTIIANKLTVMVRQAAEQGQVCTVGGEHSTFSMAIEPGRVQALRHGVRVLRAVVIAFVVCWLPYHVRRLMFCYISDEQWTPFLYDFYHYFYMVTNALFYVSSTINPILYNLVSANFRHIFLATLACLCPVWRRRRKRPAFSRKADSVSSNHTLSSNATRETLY
T cell HTS vesicle-bound % – second read-out of T cell HTS, no call of its own (marks repeat the call); double positive events, %; measured here: CD8+ vesicle-bound cell fraction;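 binding gate set so that unloaded-vesicle control wells show 10% double positive cells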
NTR1 agonist cell count 20 µM – recorded beside NTR1 agonist, whose call it bears; cell count; measured here: cell count, cytotoxicity flag
Numbers without * were called inactive; i = inactive; + = active, no number. The list is partial; rates above refer to the full screens.

SMILES	T cell HTS	T cell HTS vesicle-bound %	NTR1 agonist	NTR1 agonist cell count 20 µM
C[C@@H]1COC(=O)[C@@H](CC(=O)OC(C)(C)C)C/C=C\C[C@@H](CC(=O)NCCO)C(=O)N1	i	18.5	0.0	53
CSCCC(NC(=O)COc1ccccc1)C(=O)N1CCOCC1 (stereo not drawn)	i	11.9	-1.4	84
O=c1[nH]c(=S)[nH]c2nc(-c3ccccc3)cnc12	i	44.1	-1.2	39
O=C(Cn1cnc2c(OCc3ccccc3)ncnc21)NCc1ccccn1	i	10.9	-1.9	65
CCN(C[C@H]1N[C@@](CC)(C(=O)OC)[C@H]2C(=O)N(Cc3ccccc3)C(=O)[C@@H]12)C(=O)Nc1ccc(OC)cc1	i	8.5	-0.1	50
COc1ccc(OC)c(C(C)NC(=O)C(C)n2cc([N+](=O)[O-])cn2)c1 (stereo not drawn)	i	66.1	3.3	62
CCC(CO)Oc1cc(NCc2ccc(C)cc2)c2ncn(C(C)C)c2c1 (stereo not drawn)	i	18.0	-0.8	56
COc1ccc(CCC(=O)OCC(=O)c2ccc[nH]2)cc1OC	i	12.5	-0.3	48
CC(C)NC(=O)N(C)C[C@@H]1Oc2ccc(NC(=O)Nc3ccc(C(F)(F)F)cc3)cc2CC(=O)N([C@H](C)CO)C[C@@H]1C	i	4.2	4.0	59
Cc1ccccc1-n1c(SCC(=O)NCC2CCCO2)nnc1-c1ccncc1 (stereo not drawn)	i	23.1	-1.9	64
CC1CCN(c2ccc3c(c2)S(=O)(=O)c2cccc(C(=O)NC[C@@H]4CCCO4)c2C3=O)CC1	i	31.1	1.1	56
CCOc1cc(/C=N/NC(=O)C(O)(c2ccccc2)c2ccccc2)ccc1OC(=O)c1ccco1	i	16.3	1.0	59
O=C(COC(=O)c1cccs1)Nc1cccc(Cl)c1	i	40.1	-2.8	58
CC(=O)c1c(C)[nH]c(C(=O)COC(=O)c2ccc(Cl)nc2)c1C	i	42.7	-0.6	55
COc1ccccc1NS(=O)(=O)c1cccc(C(=O)NNC(=O)c2ccc(NC(C)=O)cc2)c1	i	17.4	1.9	55
Cc1cccnc1NC(=O)CNC(=O)C1CCCCC1	i	41.3	-2.2	49
CN(CC(=O)Nc1ccc(Cl)c(C(F)(F)F)c1)C(=O)c1cccc2cccnc12	i	35.4	1.0	56
CCOC(=O)c1cc(-c2ccccc2C)n(CC2CC(c3ccc(OC)cc3)=NO2)n1 (stereo not drawn)	i	7.9	2.1	43
O=C(OCC(=O)c1ccccc1Cl)C1=NN(c2ccccc2)C(=O)CC1	i	48.5	0.7	50
Cc1cc(C)c(C)c(S(=O)(=O)N2CCN(C(=O)c3ccco3)CC2)c1C	i	27.5	1.0	45

The last six entries of the part before are carried over, then new ones follow:
SMILES	T cell HTS	T cell HTS vesicle-bound %	NTR1 agonist	NTR1 agonist cell count 20 µM
COc1ccccc1NS(=O)(=O)c1cccc(C(=O)NNC(=O)c2ccc(NC(C)=O)cc2)c1	i	17.4	1.9	55
Cc1cccnc1NC(=O)CNC(=O)C1CCCCC1	i	41.3	-2.2	49
CN(CC(=O)Nc1ccc(Cl)c(C(F)(F)F)c1)C(=O)c1cccc2cccnc12	i	35.4	1.0	56
CCOC(=O)c1cc(-c2ccccc2C)n(CC2CC(c3ccc(OC)cc3)=NO2)n1 (stereo not drawn)	i	7.9	2.1	43
O=C(OCC(=O)c1ccccc1Cl)C1=NN(c2ccccc2)C(=O)CC1	i	48.5	0.7	50
Cc1cc(C)c(C)c(S(=O)(=O)N2CCN(C(=O)c3ccco3)CC2)c1C	i	27.5	1.0	45
O=C(O)c1cccc(COc2cccc3ccccc23)c1	i	53.0	-0.3	37
COC(=O)c1ccccc1S(=O)(=O)N1CCC(C(=O)NCCC2=CCCCC2)CC1	i	16.6	0.0	91
COc1ccc(Cl)cc1NC(=O)CN(C)C(=O)CCc1nc2ccccc2c(=O)[nH]1	i	7.8	-1.2	42
Cn1nc(C(=O)Nc2ccccc2Cl)cc1C(=O)Nc1ccccc1Cl	i	31.2	7.7	45
C=CC[C@@H](CC(=O)N[C@H](CO)Cc1ccccc1)C(=O)N[C@@H](C)COC(=O)[C@@H](CC=C)Cc1ccc(F)cc1	i	14.9	1.5	57
C[C@H](CO)N1C[C@H](C)[C@@H](CN(C)Cc2ccc(C(=O)O)cc2)Oc2ccc(NS(C)(=O)=O)cc2C1=O	i	25.1	-1.1	59
COc1ccc(NS(=O)(=O)c2cccc(C(=O)O)c2)cc1S(=O)(=O)N1CCOCC1	i	18.0	0.4	61
C[C@H](CO)N1C[C@H](C)[C@@H](CN(C)S(=O)(=O)c2cn(C)cn2)Oc2c(NS(=O)(=O)c3cn(C)cn3)cccc2C1=O	i	18.0	-2.7	58
CCn1c(CN2CCCCC2)nc2cc(S(=O)(=O)N3CCCCC3)ccc21	i	36.7	-3.4	58
COC(=O)[C@@]12CCCCN1[C@H](c1ccc(-c3ccc4c(c3)OCO4)c(OC)c1)[C@@H]1C(=O)N(C)C(=O)[C@@H]12	i	60.5	-0.7	61
O=c1cc(-c2ccccc2)oc2ccccc12	i	37.0	-0.1	99
N#C/C=C/N1CCN(C(=O)c2ccco2)CC1	i	21.9	0.0	58
CCCN(CC(=O)Nc1ccccc1C)C(=O)C1CC(=O)N(c2ccc(CC)cc2)C1 (stereo not drawn)	i	11.0	-0.2	80
CC(C)Cn1c(SCC(N)=O)nnc1-c1cccc(S(=O)(=O)N2CCOCC2)c1	i	39.5	-3.2	69
CC(=O)c1ccc(NC(=O)CSc2nnc(-c3ccncc3)n2C2CC2)cc1	i	37.9	-0.7	57
Cn1c(N)c(C(=O)COC(=O)Cc2ccc(Br)cc2)c(=O)n(C)c1=O	i	32.9	-0.8	68
CCN(CC(=O)Nc1c(F)cccc1F)C(=O)c1nn(C)c(=O)c2ccccc12	i	36.5	-1.6	80
Cc1ccc(S(=O)(=O)N2CCN(C3CC(=O)N(c4ccc(F)cc4)C3=O)CC2)cc1C (stereo not drawn)	i	30.2	-1.0	41
O=C(Cc1c(F)cccc1Cl)NNC(=O)c1ccncc1	i	43.8	-1.9	58
NC(=O)c1ccc(NC(=O)COC(=O)C2CC3C=CC2C3)cc1 (stereo not drawn)	i	50.3	6.5	74
C#CCOCCOCCOCCNc1nc(N2CCN(C(=O)Cn3cc(CCCN=C(N)N)nn3)CC2)nc(N2CCN(C(=O)[C@H](CCCCN)n3cc(CCCC)nn3)CC2)n1	i	8.4	0.7	97
C#CCOCCOCCOCCNc1nc(N2CCN(C(=O)[C@H](CCCCN)n3cc(CN)nn3)CC2)nc(N2CCN(C(=O)[C@H](CC(N)=O)n3cc(C(N)[C@H](C)CC)nn3)CC2)n1 (stereo partly drawn)	i	12.8	2.2	71
C=CCC[C@@H](Cc1ccc(F)cc1)C(=O)OC[C@H](C)NC(=O)[C@H](CC=C)CC(=O)N(CCO)Cc1ccccc1	i	38.6	6.6	53
COc1ccccc1OCC(=O)Nc1cc(S(=O)(=O)N2CCOCC2)ccc1N1CCCCC1	i	53.3	2.7	56
COc1ccc(S(=O)(=O)N2CCCCCC2)cc1C(=O)OCC(=O)NC1CCS(=O)(=O)C1 (stereo not drawn)	i	56.5	0.0	56
COc1ccc(S(=O)(=O)Nc2ccc(-c3ccc4nnc(C)n4n3)cc2)c(OC)c1	i	22.9	3.5	66
CC[C@H](C)[C@H](NC(=O)c1ccc(Cl)cc1)C(=O)OCC(=O)c1c(N)n(C)c(=O)n(C)c1=O	i	49.2	3.4	58
O=C(COC(=O)c1ccc(S(=O)(=O)N2CCOCC2)cc1)Nc1ccccc1OC(F)F	+	12.5*	2.0	63
Cc1cc(Br)ccc1NC(=O)CN(C)C(=O)C1=COCCO1	i	55.5	0.7	62
O=C(CN1C(=O)NC2(CCCc3ccccc32)C1=O)c1ccccc1F (stereo not drawn)	i	52.2	0.9	67
COc1ccc(CCNC(=O)c2cc(-c3ccccc3)c(N3CCOCC3)s2)cc1OC	i	19.0	2.9	58
CC1(C)Cc2cccc(OCC(=O)NCc3ccccc3F)c2O1	i	45.5	-1.6	52
O=C(C[C@@H]1C/C=C/CC[C@H](Cc2ccc(F)cc2)C(=O)OC[C@@H](Cc2ccccc2)NC1=O)N[C@H](CO)Cc1ccccc1	i	12.7	29.2	51
COC(=O)[C@]1(Cc2ccccc2)N[C@H](CN(C)S(=O)(=O)c2ccc(F)cc2)[C@@H]2C(=O)N(Cc3ccccc3)C(=O)[C@@H]21	i	13.5	5.2	48
N#Cc1ccc(OCC(=O)Nc2ccc(N3CCCC3)cc2)cc1	i	36.2	0.5	59
Cc1nc(=O)c(-c2ccccc2)c(C)n1-c1ccccc1Cl	i	59.9	0.5	44
O=C(COC(=O)Cc1ccsc1)NNC(=O)c1ccccc1	i	40.3	-1.4	47
O=C(CCNC(=O)c1ccccc1Cl)Nc1nc2ccccc2[nH]1	i	24.2	6.4	48
CCc1ccccc1NC(=O)CNC(=O)c1ccc(OCc2cn3ccccc3n2)cc1	i	42.2	-1.1	61
COc1ccccc1CNC(=O)COC(=O)c1ccco1	i	53.1	-2.1	52

Gathered by group, the entries above containing a CF3 group.
SMILES	T cell HTS	T cell HTS vesicle-bound %	NTR1 agonist	NTR1 agonist cell count 20 µM
CC(C)NC(=O)N(C)C[C@@H]1Oc2ccc(NC(=O)Nc3ccc(C(F)(F)F)cc3)cc2CC(=O)N([C@H](C)CO)C[C@@H]1C	i	4.2	4.0	59
CN(CC(=O)Nc1ccc(Cl)c(C(F)(F)F)c1)C(=O)c1cccc2cccnc12	i	35.4	1.0	56

Continuation.
SMILES	T cell HTS	T cell HTS vesicle-bound %	NTR1 agonist	NTR1 agonist cell count 20 µM
COc1ccc(Br)cc1C(=O)Nc1ccccc1N1CCCC1	i	29.3	4.0	50
COc1cc(OC)cc(-c2cc3ccc(F)cc3cn2)c1	i	41.7	1.6	41
O=C(O)CCCC(=O)OCc1c(-c2ccccc2)ncc2ccccc12	i	33.8	-0.1	65
C=CC[C@@H](CC(=O)N[C@@H](CO)Cc1ccccc1)C(=O)N[C@H](C)COC(=O)[C@@H](CC=C)Cc1ccc(F)cc1	i	11.3	1.0	36
N#Cc1ccccc1OCC(=O)NC(=O)NC1CCS(=O)(=O)C1 (stereo not drawn)	i	3.2	0.1	79
O=C(Nc1ccc(Cl)c(S(=O)(=O)N2CCOCC2)c1)C1CCC1	i	56.2	0.3	45
O=C(O)C1CCN(C(=O)CSc2nnc3ccccn23)CC1	i	52.9	0.5	45
C=CCSc1nnc(NC(=O)CCN2C(=O)C3CC=CCC3C2=O)s1 (stereo not drawn)	i	38.2	-1.3	65
COc1cc(C#Cc2ccc3cc(CCO)oc(=O)c3c2)cc(OC)c1	i	15.4	13.5	50
CSc1nc(N)nc2c1ncn2CC(=O)N1CCN(c2ccccn2)CC1	i	15.8	-1.3	55
Cc1ccc(S(=O)(=O)N2CCN(C(=O)c3ccc(COc4ccccc4)o3)CC2)cc1	i	31.8	9.3	41
Cn1c(SCC(=O)NC2CC2)nnc1-c1ccc(Cl)cc1	i	41.5	-1.3	63
NCCCn1c(C(=O)c2ccc(Cl)cc2)c2ccc(C(F)(F)F)cc2[n+]1[O-]	i	47.4	3.9	49
CC(=O)c1sc(N/N=C\c2c(O)ccc3ccccc23)nc1C	i	27.9	1.2	52
CCC(C)C(NC(=O)c1ccccc1)C(=O)Nc1ccc(S(=O)(=O)Nc2cc(C)nc(C)n2)cc1 (stereo not drawn)	i	41.3	2.0	43
COc1ccc(OC)c(/C=C/C(=O)OCC(=O)NCc2ccco2)c1	i	24.9	0.8	51
O=C(COc1cccc(F)c1)NNC(=O)Cc1ccc(S(=O)(=O)N2CCOCC2)s1	i	37.0	0.7	58
CCCCNc1nnc(SCC(=O)c2c(N)n(CCC)c(=O)[nH]c2=O)s1	i	32.3	-1.3	81
C=CC[C@H](CC(=O)N(CCO)Cc1ccccc1)C(=O)N[C@H](C)COC(=O)[C@@H](CC=C)Cc1ccc(F)cc1	i	14.2	7.4	57
CC(Oc1ccc(Cl)cc1)C(=O)Nc1cccc(S(=O)(=O)N2CCOCC2)c1 (stereo not drawn)	i	27.8	2.1	62
C[C@H](CO)N1C[C@H](C)[C@@H](CN(C)Cc2ccncc2)Oc2c(NS(=O)(=O)c3ccc(F)cc3)cccc2C1=O	i	9.5	1.1	73
Cc1cc(C)c(C(=O)CN2C(=O)C(=O)N(C3CCCC3)C2=O)cc1C	i	27.2	0.1	66
Cc1ccnc(NC(=O)c2ccc(S(=O)(=O)N3CCCCC3)cc2)c1	i	12.7	-0.5	97
Cc1ccc(NC(=O)CN2CCCC2c2cccs2)cc1S(=O)(=O)N1CCCCC1 (stereo not drawn)	i	43.7	-0.2	62
COc1ccc(S(=O)(=O)N2CCOCC2)cc1NC(=O)CC1CC2CCC1C2 (stereo not drawn)	i	7.9	-1.1	54
Cc1ccc(NC(=O)C2CCCO2)c(Br)c1 (stereo not drawn)	i	29.3	-0.6	42
Cc1ccc(S(=O)(=O)N[C@H](C(=O)NC2CCC(C)CC2)C(C)C)cc1 (stereo partly drawn)	i	52.0	0.9	48
O=C(NNC(=O)c1ccccc1F)c1ccc(S(=O)(=O)N2CCCC2)cc1	i	38.3	3.8	64
CC1CCN(C(=O)CSc2nnc3ccccn23)CC1	i	37.0	-2.7	56
CCCCNc1c(-c2ccc(-c3cccc(Cl)c3)cc2)nc2ccccn12	i	48.0	11.7	62
CC(Sc1nnnn1C)C(=O)Nc1cc(S(=O)(=O)N2CCCCC2)ccc1Cl (stereo not drawn)	i	44.7	1.0	49
